# Bioassay records deposited in PubChem by NMMLSC.
# Bcl-XL Bim block: human Bim-Bcl-XL interaction inhibition. Q07817. Bim peptide-Bcl-XL binding, bead flow cytometry, fluorescence. inhibition, % at 10 µM. 190,000 tested, 0.04% active. AID 1007
# Mcl-1 Bim block: inhibitors of Bim-Mcl-1 interaction, human | Bead-based flow cytometry, Bim peptide-Mcl-1 binding | inhibition, % at 10 µM | 190,000 tested, 0.1% active | AID 1009;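 note: 0% = no compound tracer wells and 100% = peptide blocker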
# Bcl-2 Bim block: inhibitors of Bim-Bcl-2 interaction, human; 190,000 tested, 0.06% active; Bead-based flow cytometry, Bim peptide-Bcl-2 binding; inhibition, % at 10 µM; P10415; in the data active = inhibition above about 40%; inconclusive = no clear call, values can overlap the other calls;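 note: 0% = no compound wells with probe peptide and 100% = reference peptide inhibitor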
# Target sequence (P10415 whole entry, looked up): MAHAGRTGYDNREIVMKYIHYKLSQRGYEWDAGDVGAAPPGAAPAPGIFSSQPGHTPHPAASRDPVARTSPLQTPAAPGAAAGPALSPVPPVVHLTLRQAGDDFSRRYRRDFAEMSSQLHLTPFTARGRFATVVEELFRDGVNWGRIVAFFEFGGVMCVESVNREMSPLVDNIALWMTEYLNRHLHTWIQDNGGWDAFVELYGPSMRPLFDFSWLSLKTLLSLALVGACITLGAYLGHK
# RGS4-Gao reg: modulates binding of RGS4 to human Galphao | Multiplexed bead flow cytometry; actives lie on both sides | P09471 | 220,000 tested, 0.33% active | binding response (% of control), % at 10 µM | AID 1415; in the data active = binding response below about 49% or above about 150%; inactive = in between;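 note: fluorescent Galphao activated with aluminum fluoride binding bead-coupled RGS4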
# Bim-Bcl-B: human Bim-Bcl-B interaction inhibition; Q9HD36; bead-based flow cytometry, Bim peptide-Bcl-B binding; inhibition, % at 10 µM; 190,000 tested, 0.073% active;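 note: 0% = tracer peptide without compound and 100% = reference inhibitor peptide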
# RGS7-Gao reg: modulates binding of RGS7 to human Galphao; P09471; Multiplexed bead flow cytometry; actives lie on both sides; binding response (% of control), % at 10 µM; 220,000 tested, 0.35% active; AID 1439; in the data active = binding response below about 49% or above about 150%; inconclusive = no clear call, values can overlap the other calls; inactive = in between;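 note: fluorescent Galphao held in activated GDP-AlF4 state binding bead-coupled RGS7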
# ABCB1 block: inhibitors of human ABCB1 transporter, ABCG2 counter-screen; P08183; CCRF-Adr cells, JC-1 efflux, flow cytometry; inhibition, % at 6.6 µM; 190,000 tested, 0.067% active; in the data active = inhibition above about 40%;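 note: 0% = vehicle and 100% = reference inhibitor; higher value means more JC-1 retained so stronger ABCB1 efflux block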
# Bfl-1 Bim block: inhibitors of Bim-Bfl-1 interaction, human | 190,000 tested, 0.12% active | AID 1008 | Bead-based flow cytometry, Bim-Bfl-1 binding inhibition | inhibition, % at 10 µM;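 note: 0% = wells without compound plus tracer and 100% = blocker peptide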
# RGS8-Gao reg: modulates binding of RGS8 to human Galphao; P09471; multiplexed bead flow cytometry; actives lie on both sides; response (percent of control binding), % at 10 µM; 220,000 tested, 0.34% active; AID 1423; in the data active = response below about 60% or above about 140%; inactive = in between;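 note: Galphao activated as the GDP aluminium fluoride complex binding bead-coupled RGS8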
# ABCG2 block: blocks JC-1 efflux by human ABCG2 transporter; Q9UNQ0; IgMXP3 cells, flow cytometry; inhibition, % at 6.6 µM; 190,000 tested, 0.1% active; AID 1325;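 active = inhibition above 80%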;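 note: 0% = DMSO and 100% = nicardipine control wells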
# Target sequence (Q9UNQ0 whole entry, looked up): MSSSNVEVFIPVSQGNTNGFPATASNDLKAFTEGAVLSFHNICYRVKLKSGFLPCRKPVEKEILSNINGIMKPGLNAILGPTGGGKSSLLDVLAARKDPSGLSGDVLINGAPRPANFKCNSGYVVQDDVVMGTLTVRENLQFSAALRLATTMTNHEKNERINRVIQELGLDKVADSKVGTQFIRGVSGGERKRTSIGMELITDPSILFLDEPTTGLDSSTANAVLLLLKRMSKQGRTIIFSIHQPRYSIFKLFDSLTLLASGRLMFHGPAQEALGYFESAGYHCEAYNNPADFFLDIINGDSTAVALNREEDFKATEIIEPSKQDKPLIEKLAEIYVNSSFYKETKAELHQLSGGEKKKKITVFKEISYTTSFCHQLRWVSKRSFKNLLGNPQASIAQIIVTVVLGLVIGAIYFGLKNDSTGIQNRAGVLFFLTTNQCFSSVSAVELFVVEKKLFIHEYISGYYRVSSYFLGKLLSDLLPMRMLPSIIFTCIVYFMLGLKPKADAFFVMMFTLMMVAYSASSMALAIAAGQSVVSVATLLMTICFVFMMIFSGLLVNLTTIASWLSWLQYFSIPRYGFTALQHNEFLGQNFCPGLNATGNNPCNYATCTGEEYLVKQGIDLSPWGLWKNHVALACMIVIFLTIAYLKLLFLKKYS
#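 System: two drug-resistant human cell lines, ABCG2 and ABCB1; controls: nicardipine high and DMSO low controls; times: 10 min exposure at 25 °C with rotation, no wash; detection: flow cytometry of retained JC-1 fluorescence; read-out basis: percent efflux inhibition, scaled nicardipine 100% to DMSO 0%; doses: one concentration, 6.6 µM final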
# Bim-Bcl-W: disrupts Bim peptide binding to human Bcl-W; Q92843; bead-based flow cytometry; 190,000 tested, 0.02% active; inhibition, % at 10 µM;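 note: 0% = bound tracer without compound and 100% = peptide blocker; higher means less fluorescent Bim peptide bound to Bcl-W beads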
# Target sequence (Q92843 whole entry, looked up): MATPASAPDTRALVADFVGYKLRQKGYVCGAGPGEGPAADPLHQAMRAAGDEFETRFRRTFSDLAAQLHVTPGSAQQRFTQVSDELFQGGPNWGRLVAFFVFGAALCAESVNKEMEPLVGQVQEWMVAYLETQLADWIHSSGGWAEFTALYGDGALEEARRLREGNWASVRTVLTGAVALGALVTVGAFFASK
# * = called active by the depositor; ? = inconclusive; . = not tested or not shown. Cut-off read from the data, not from the text of the source, unless noted: active = inhibition above about 40%. Compounds were not picked by outcome; about 0.94% have a hit in one of these screens.
no.	compound	Bim-Bcl-W	Mcl-1 Bim block	Bcl-2 Bim block	Bfl-1 Bim block	Bim-Bcl-B	RGS8-Gao reg	ABCB1 block	RGS7-Gao reg	RGS4-Gao reg	Bcl-XL Bim block	ABCG2 block
1	O=C1c2ccccc2NC(c2ccc(Cl)cc2Cl)N1Cc1ccccc1 (stereo not drawn)	3	-116	-15	-11	-34	101	-0.6	100	97	5	4
2	COC(=O)CN1C(=O)Nc2ccc(Br)cc2C1c1ccccc1 (stereo not drawn)	-2	0	0	0	-5	100	1.5	99	102	-3	14
3	CC(C)(C)c1ccc(C(=O)c2c[nH]c(C(=O)NCCc3ccccn3)c2)cc1	0	0	3	3	5	104	0.4	?	103	2	1
4	CCOc1ccc(/C=C2\SC(=S)N(CC(=O)N(CCO)C(C)(C)C)C2=O)cc1	5	2	0	-5	1	101	3.6	95	103	3	25
5	CCOC(=O)Cc1csc(NC(=O)CCN2C(=O)c3ccccc3C2=O)n1	-1	0	-2	-2	-3	99	0.3	102	106	0	1
6	CCCNC(=O)OC[C@H]1O[C@H](CCO/N=C/C[C@@H]2C=C[C@H](OC(C)=O)[C@@H](COC(C)=O)O2)C=C[C@@H]1Oc1ccc(OC)cc1	-1	0	2	0	1	85	6.1	100	99	-1	15
7	CC1C/C(=N\NC(=O)c2ccc(NS(=O)(=O)c3ccc(Br)cc3)cc2)CC(C)(C)C1 (stereo not drawn)	-2	0	-1	-1	-2	101	-0.5	103	103	-8	-3
8	O=C1CN=C(Nc2ccccc2Cl)N1c1ccccc1	-3	0	-4	-2	-4	98	0.1	94	94	-1	3
9	CCOC(=O)c1c(NC(=O)C2C3C=CC(CC3)C2C(=O)O)sc(C)c1C (stereo not drawn)	1	0	-2	-10	-3	100	2.0	101	102	-3	11
10	Cc1sc(NC(=O)Cn2cnnn2)nc1-c1ccc(Cl)cc1	7	28	84*	53*	67*	100	0.5	99	102	20	4
11	COc1ccc(-c2c(C)n([O-])c3c([n+]2=O)CCCC3)c(OC)c1	2	0	-12	-8	-6	105	0.3	102	102	0	1
12	CC(=O)c1c(C)[nH]c(C(=O)OCC(=O)Nc2cc(S(=O)(=O)N3CCCC3)ccc2Cl)c1C	-2	0	-6	-8	-10	102	1.3	106	103	-8	26
13	Cc1ccccc1C(=O)NNC(=O)CN1C(=O)c2ccccc2C1=O	-6	-4	-5	-8	-8	99	-0.1	101	98	-8	0
14	CC(C)(C)c1ccc(C(=O)OCC(=O)Nc2sc3c(c2C#N)CCC3)cc1	-2	0	-7	-16	-7	101	-0.9	104	103	-5	-7
15	COc1nc(OC)nc(N(C)CCO)n1	0	-1	-5	1	0	101	0.5	110	115	0	1
16	CCOc1ccc2c(c1)C(N(CCN1CCOCC1)C(=O)Nc1ccccc1)CC(C)(C)O2 (stereo not drawn)	1	1	-4	-3	0	101	5.8	103	99	1	2
17	Cc1nc2ccc(NC(=O)C3CCN(S(=O)(=O)c4cccs4)CC3)cc2s1	-1	0	0	0	0	89	0.8	95	102	2	2
18	O=C(COc1ccc(Cl)cc1Cl)Nc1ccccn1	-1	-4	-12	-16	-7	99	0.0	98	100	-11	32
19	C=CCn1c(C)cc(C(=O)CN2C(=O)NC3(CCCc4ccccc43)C2=O)c1C (stereo not drawn)	-2	-2	-3	-1	0	89	4.0	92	91	-7	4
20	NC(=O)c1sc2nc3c(c(-c4cccnc4)c2c1N)CCC3	0	-2	-1	0	0	105	-0.1	100	99	0	2
21	Cc1cc2nc(SCCOC(=O)Nc3ccc(Cl)cc3)nc(C)c2cc1C	-4	1	0	-2	-1	102	0.5	104	100	0	4
22	Cc1nc2c(C(=O)NCc3ccco3)cnn2c(C)c1Cc1ccc(F)cc1Cl	0	-1	0	0	1	98	1.5	99	97	0	4
23	CCN(CC)S(=O)(=O)c1ccc(N/N=C/c2cc(OC)c(OC)cc2OC)nc1	-2	-1	-9	-7	-4	100	1.1	102	101	-4	16
24	Cc1ccc(-c2nn3c(-c4ccco4)nnc3c3ccccc23)cc1S(=O)(=O)NCC1CCCO1 (stereo not drawn)	2	-2	1	3	-2	96	1.8	101	101	1	-3
25	Cc1nc(N2CCOCC2)nc(N2CCCC2)c1[N+](=O)[O-]	-4	-2	0	-1	-8	90	.	97	98	-5	12
26	COc1ccc(NC(=O)CN2CCN(CC(=O)Nc3ccccc3Cl)CC2)cc1	3	-1	-10	-16	-8	103	0.4	100	103	-9	1
27	CN(CCN1CCOCC1)Cc1nc(-c2ccc3c(c2)OCO3)no1	-3	-6	-3	-5	-2	103	0.4	99	101	-3	1
28	O=C(Oc1ccc2c(=O)c(Oc3ccc4ccccc4c3)coc2c1)c1ccco1	4	-1	-10	-15	-3	100	-0.1	103	99	0	5
29	O=C(COc1ccc(/C=N/NS(=O)(=O)c2ccccc2)cc1)Nc1ccc(F)cc1	-5	0	-6	0	0	99	0.3	102	102	-2	2
30	O=C(Nc1ccccc1F)c1ccc(CSc2ncccn2)cc1	-1	-1	-2	-5	-3	100	0.2	109	103	-4	11
31	COc1cccc(C(=O)Nc2nc3ccc(S(C)(=O)=O)cc3s2)c1	-1	-2	0	0	-17	102	-3.6	103	104	-4	9
32	Cc1onc(-c2ccccc2)c1C(=O)Nc1ccc(S(=O)(=O)NC(C)(C)C)cc1	0	-4	-4	-6	-2	104	1.5	101	101	-5	5
33	Cc1csc(SCC(=O)c2cc(C)n(Cc3cccs3)c2C)n1	0	0	-4	0	-4	101	1.2	107	103	-4	5
34	Cc1cccc(S(=O)(=O)NCCc2ccccc2)c1	0	0	-3	-6	-4	94	0.0	?	90	0	7
35	Cc1ccc(-c2nn(-c3ccccc3)cc2CN(C)C(=O)CCC(=O)O)cc1C	0	2	-1	-5	2	102	0.4	106	102	1	3
36	CCOC(=O)C(C)Oc1ccccc1C1NC(=O)NC(C)=C1C(=O)Nc1ccc(C)c(C)c1 (stereo not drawn)	0	0	-8	-10	-7	98	2.4	100	103	-9	6
37	COCCNC(=S)N/N=C(\C)c1ccc(C)c([N+](=O)[O-])c1	-2	-2	0	-1	-4	101	2.7	105	104	-7	37
38	C[C@H]1CC[C@@]2(O[C@H](CCO)C[C@@H](O)[C@@H]2O)O1	4	-1	-2	-5	-2	100	-0.4	98	103	0	-1
39	CCOC(=O)c1[nH]c2ccc(OC)cc2c1NC(=O)NC(C)C	6	2	2	7	3	78	-0.1	87	88	1	1
40	CCC(=O)NCCc1nc2cc(NC(=O)c3ccc(OC)cc3)ccc2n1C	-7	-5	-4	-4	-2	99	-0.1	101	103	-4	-1
41	O=C(O)Cn1c(SCCOc2ccccc2F)nc2ccccc21	1	0	2	3	0	93	0.2	100	101	1	3
42	CCC(C)NC(=O)c1ccccc1NC(=O)c1ccccc1N(C)S(C)(=O)=O (stereo not drawn)	-1	0	0	0	-1	106	0.6	94	102	-1	4
43	Cc1cc(NC(=O)CSc2nnc(-c3ccccc3)c(-c3ccccc3)n2)no1	-2	-1	-5	-6	-8	108	1.3	107	104	-2	2
44	CCN(CC)c1ccc2c(C)c(CN3CCOCC3)c(=O)oc2c1	0	-1	-6	-5	0	104	1.7	98	100	-2	3
45	Cc1cc([N+](=O)[O-])nn1CC(=O)NCc1nc2ccccc2[nH]1	0	0	-2	-3	-3	106	0.2	102	104	0	0
46	COc1ccccc1-c1nc(-c2ccc(C)nc2OC)no1	-2	-1	0	0	-1	98	0.7	101	98	-2	6
47	CC1(CC(=O)N/N=C/c2cc(Br)c(O)cc2O)OCCO1	0	2	-10	-14	-9	95	0.5	92	95	-7	2
48	Cc1c(C(=O)N2CCOCC2)sc2nc(-c3ccccc3)cn12	4	0	-6	-7	-4	99	0.2	102	103	-8	2
49	NNC(=O)CCn1c2ccccc2c2ccccc21	1	-3	0	0	-4	104	0.1	103	102	0	1
50	Cc1ccc(CCNC(=O)CN2CCN(Cc3ccccc3F)C2=O)cc1	0	-3	-11	-13	-11	104	0.4	107	104	-1	2
51	CC(=O)/C=C(\C)NCCNc1c(F)c(F)c(CO)c(F)c1F	-3	-1	-7	-8	-9	99	0.0	102	107	-4	0
52	O=c1[nH]c(CN2CCN(S(=O)(=O)c3ccc4c(c3)OCCO4)CC2)nc2sc3c(c12)CCCC3	-3	-4	-5	-1	-6	101	0.8	101	101	-7	4
53	O=C(CCCc1nc(-c2ccccc2Cl)no1)NCc1cccnc1	4	-1	-9	-11	-9	102	0.1	102	105	3	3
54	CC(C)CN(C(=O)c1nn(C)c(=O)c2ccccc12)c1nc2ccccc2s1	-5	-8	0	-5	-5	98	5.0	102	97	-6	11
55	S=C(NN=C1CCN(Cc2ccccc2)CC1)NC1CCCCC1	-4	-2	-5	-5	-7	102	0.1	100	101	-1	0
56	CC(C)=CC(=O)OCC(=O)Nc1ccc(SC(F)F)cc1	1	-6	0	5	-5	102	-0.2	99	101	0	2
57	O=[N+]([O-])c1cccc(CSc2nnc(Cc3ccccc3)n2-c2ccc(F)cc2)c1	-3	-4	-1	-1	-12	99	4.0	92	95	-7	8
58	Cc1ccc(NS(=O)(=O)c2cc(C(=O)NCCSc3ccc(C)cc3)ccc2C)cc1	0	-2	-6	-1	0	104	0.2	100	94	1	1
59	Cc1cc(-n2ccc(=O)[nH]c2=O)nc(-c2ccccc2)n1	-2	-2	-1	-2	-4	96	-2.7	94	95	0	-1
60	Cc1ccc(/C=N/n2c(COc3ccccc3)n[nH]c2=S)o1	4	-1	1	8	-30	99	-0.7	?	101	0	-1

# Whole records, quoted from the list. Order of screens: Bim-Bcl-W	Mcl-1 Bim block	Bcl-2 Bim block	Bfl-1 Bim block	Bim-Bcl-B	RGS8-Gao reg	ABCB1 block	RGS7-Gao reg	RGS4-Gao reg	Bcl-XL Bim block	ABCG2 block
# `O=C(O)Cn1c(SCCOc2ccccc2F)nc2ccccc21` is entered as 1	0	2	3	0	93	0.2	100	101	1	3
# `S=C(NN=C1CCN(Cc2ccccc2)CC1)NC1CCCCC1` is entered as -4	-2	-5	-5	-7	102	0.1	100	101	-1	0

# (more compounds)
no.	compound	Bim-Bcl-W	Mcl-1 Bim block	Bcl-2 Bim block	Bfl-1 Bim block	Bim-Bcl-B	RGS8-Gao reg	ABCB1 block	RGS7-Gao reg	RGS4-Gao reg	Bcl-XL Bim block	ABCG2 block
61	CCOc1ccc(C(=O)N[C@H](C(=O)Nc2ccc(OC)c(S(=O)(=O)N3CCOCC3)c2)C(C)C)cc1	0	-1	-5	-6	-3	110	9.4	?	111	-2	7
62	CN(C)/C=C/C(=O)c1ccccc1F	-3	1	-6	-13	-7	97	0.1	93	96	-6	0
63	Cc1ccc(S(=O)(=O)Nc2nc(C)c(C(=O)N/N=C/c3ccccc3)s2)cc1	0	1	-2	-4	-3	105	-0.4	103	110	-2	-5
64	O=C(OCc1cc2ccccc2[nH]c1=O)c1cccnc1	-4	-5	-11	-19	-11	101	0.2	102	102	-7	14
65	O=c1c(Cc2ccc(F)cc2)c(O)ccn1CCCN1CCOCC1	2	0	-2	-4	-1	99	-0.1	96	100	0	0
66	CCCN1CCN(CCCNC(=O)CN2C(=O)COc3ccccc32)CC1	0	2	-5	-9	-2	101	0.7	95	99	-3	3
67	CCCCOc1ccc(CN2CCC(O)CC2)cc1	2	-1	0	-9	-6	101	0.3	100	101	0	3
